M. tuberculosis GlmU: inhibition of mycobacterial GlmU enzyme – biochemical, glucosamine-1-phosphate acetyltransferase (AID 1376) | M. tuberculosis GlmU acetyltransferase enzyme assay; higher % means a stronger effect | actives 0.25% (n = 220,000) | inhibition, %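 (tested at 30 µM in the primary screen)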, or IC50 in µM where a hit was titrated; in the data active means inhibition above about 13%;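 further: 0% = complete reaction with vehicle and 100% = reaction without substrate; strong numbers were not always called active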
RmlCD inh 1536: M. tuberculosis RmlC/RmlD inhibition | P9WH09+P9WH11 | AID 1533 | RmlC+RmlD coupled enzyme assay, percent inhibition; primary screen in compound mixtures | inhibition, % at 3.6 µM | actives 0.03% (n = 160,000); in the data active means inhibition mostly above about 34%, no sharp cut-off; further: some results filed as inactive read as strong as hits
Target sequence (P9WH09 whole entry, looked up): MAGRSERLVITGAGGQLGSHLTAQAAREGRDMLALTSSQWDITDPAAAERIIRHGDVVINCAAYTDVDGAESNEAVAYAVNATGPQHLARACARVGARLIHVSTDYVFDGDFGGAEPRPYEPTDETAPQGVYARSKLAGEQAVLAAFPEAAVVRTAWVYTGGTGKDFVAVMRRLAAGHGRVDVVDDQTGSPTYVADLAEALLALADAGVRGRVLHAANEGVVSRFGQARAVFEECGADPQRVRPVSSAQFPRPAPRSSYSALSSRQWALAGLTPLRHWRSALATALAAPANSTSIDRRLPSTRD
Target sequence (P9WH11 whole entry, looked up): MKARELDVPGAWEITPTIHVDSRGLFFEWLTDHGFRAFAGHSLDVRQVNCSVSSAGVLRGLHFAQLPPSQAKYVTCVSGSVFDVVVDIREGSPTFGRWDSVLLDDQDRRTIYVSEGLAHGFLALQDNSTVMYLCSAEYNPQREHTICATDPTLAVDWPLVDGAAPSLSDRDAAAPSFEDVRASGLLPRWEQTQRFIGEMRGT
Numbers without * were called inactive; . = not tested or not shown. Only part of the results is shown; rates above refer to the full screens.

| no. | molecule | M. tuberculosis GlmU | RmlCD inh 1536 |
| --- | --- | --- | --- |
| 1 | CN1/C(=C\C(=O)CN2C(=O)NC3(CCCCCC3)C2=O)C(C)(C)c2ccccc21 | -1.6% | 2 |
| 2 | COc1ccc(N2CC(C(=O)N/N=C/c3ccccc3)CC2=O)cc1 (stereo not given) | 1.7% | -5 |
| 3 | CCc1cccc2c(-c3csc(=NC)n3C)c[nH]c12 | -3.2% | -5 |
| 4 | CCOc1ccc2c(c1)nc(SCC(=O)c1cccs1)n2C | . | 36 |
| 5 | C=CCn1c(=O)c2ccccc2n2c(SCc3nnc(-c4ccccc4Br)o3)nnc12 | 4.0% | 2 |
| 6 | CC1(C)C2CC[C@]3(C)C(CC=C4[C@@H]5C[C@@](C)(CO)[C@@H]6C[C@@]5(CC[C@]43C)C(=O)O6)[C@@]2(C)CC[C@@H]1O (stereo not given in full) | -2.2% | . |
| 7 | COc1cc(CNC2CCCC2)cc(OC)c1OC | 2.9% | . |
| 8 | O=C1c2ccccc2C(Nc2ccc(S(=O)(=O)N3CCOCC3)cc2)N1c1ccccn1 (stereo not given) | -5.4% | -4 |
| 9 | CCOC(=O)Cn1cnc(-c2ccc([N+](=O)[O-])cc2)c1 | 0.6% | . |
| 10 | CCCN(CCC)S(=O)(=O)c1ccc(NS(C)(=O)=O)cc1 | 0.8% | -2 |
| 11 | NCCCC[C@H](N)c1nnc([C@H](CC(=O)O)NC(=O)C2CCNCC2)o1 | -4.0% | . |
| 12 | Cc1cc(N2C(=O)C3CCC(c4ccccc4)CC3C2=O)no1 (stereo not given) | -0.8% | -10 |
| 13 | Cc1c(Cl)cccc1NC(=S)N1CCN(Cc2ccccc2)CC1 | . | 5 |
| 14 | CCOC(=O)NC(C)N1C(=O)C2C3C=CC(C3)C2C1=O (stereo not given) | -5.0% | -12 |
| 15 | COc1ccc(-c2csc(Nc3ccccn3)n2)cc1 | -3.1% | -9 |
| 16 | Cc1ccc2c(c1)C1CN(C)CCC1N2C(=O)Nc1cccc(Cl)c1 (stereo not given) | -0.4% | 7 |
| 17 | Cc1cnc(NC(=O)c2ccc(-c3nc4ccccc4s3)o2)s1 | 2.1% | 15 |
| 18 | Cc1ccc2[nH]c(=O)c(COC(=O)c3ccccn3)cc2c1 | 4.1% | -5 |
| 19 | CCCC(=O)Nc1ccc(NC(=S)NC(=O)c2cccs2)cc1 | -5.0% | -9 |
| 20 | CCN(c1ccccc1)S(=O)(=O)c1cccc(C(=O)OCc2nc3sc(C)c(C)c3c(=O)[nH]2)c1 | -2.6% | 16 |
| 21 | CCOC(=O)c1c(NC(=O)c2cccs2)sc(C)c1C | 7.2% | -1 |
| 22 | CN1CCc2cc3c(c4c2C1CC41CCC(=NO)CC1)OCO3 (stereo not given) | 2.2% | 11 |
| 23 | OCCC1CN(Cc2cccn2-c2cccnc2)CCN1CCc1ccccc1 (stereo not given) | 0.2% | 0 |
| 24 | CCOC(=O)c1c(C)[nH]c(N=Nc2cc(C(=O)O)cc(C(=O)O)c2)c1C | 23% | . |
| 25 | Cc1ccc2c(c1)-c1cc(C)nn1C(c1ccc3c(c1)OCO3)N2 (stereo not given) | . | 9 |

3 compounds already listed, arranged by heavy-atom count, descending.
| no. | molecule | M. tuberculosis GlmU | RmlCD inh 1536 |
| --- | --- | --- | --- |
| 6 | CC1(C)C2CC[C@]3(C)C(CC=C4[C@@H]5C[C@@](C)(CO)[C@@H]6C[C@@]5(CC[C@]43C)C(=O)O6)[C@@]2(C)CC[C@@H]1O (stereo not given in full) | -2.2% | . |
| 1 | CN1/C(=C\C(=O)CN2C(=O)NC3(CCCCCC3)C2=O)C(C)(C)c2ccccc21 | -1.6% | 2 |
| 12 | Cc1cc(N2C(=O)C3CCC(c4ccccc4)CC3C2=O)no1 (stereo not given) | -0.8% | -10 |

Remaining list, next part:
| no. | molecule | M. tuberculosis GlmU | RmlCD inh 1536 |
| --- | --- | --- | --- |
| 26 | NC(=O)c1ccc(-n2nnnc2SCC(=O)c2ccc(O)c(O)c2)cc1 | 6.3% | 3 |
| 27 | CSc1nc2ncc3c(n2n1)CC(C)(C)CC3=O | 0.6% | 11 |
| 28 | CCCCN1C(=O)/C(=C(/C#N)C(=O)N2CCCC2)c2ccccc21 | -1.7% | -6 |
| 29 | Cc1cccc(NC(=S)NN2CCN(C)CC2)c1 | 0.2% | -3 |

Among those listed so far, three contain an aryl methoxy group.
| no. | molecule | M. tuberculosis GlmU | RmlCD inh 1536 |
| --- | --- | --- | --- |
| 2 | COc1ccc(N2CC(C(=O)N/N=C/c3ccccc3)CC2=O)cc1 (stereo not given) | 1.7% | -5 |
| 7 | COc1cc(CNC2CCCC2)cc(OC)c1OC | 2.9% | . |
| 15 | COc1ccc(-c2csc(Nc3ccccn3)n2)cc1 | -3.1% | -9 |

Compound profiles, from the list above. Screens in order: M. tuberculosis GlmU | RmlCD inh 1536
Record of `CCOc1ccc2c(c1)nc(SCC(=O)c1cccs1)n2C` = . | 36
Record of `CCOC(=O)Cn1cnc(-c2ccc([N+](=O)[O-])cc2)c1` = 0.6% | .
Record of `Cc1c(Cl)cccc1NC(=S)N1CCN(Cc2ccccc2)CC1` = . | 5
Record of `CCc1cccc2c(-c3csc(=NC)n3C)c[nH]c12` = -3.2% | -5
Record of `COc1ccc(N2CC(C(=O)N/N=C/c3ccccc3)CC2=O)cc1` (stereo not given) = 1.7% | -5

Screens from PubChem BioAssay.
